# High-throughput results: PubChem, Broad Institute
# NSD2 inh: inhibitors of human NSD2 methyltransferase. O96028. NSD2-SET H3K36me1 DELFIA fluorescence, biochemical. inhibition, % at 12.5 µM. 44,000 compounds, 0.07% hits. AID 624260; in the data active = inhibition above about 54%, passing the limit was not always enough;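 also: inhibitors reduce the monomethyl H3K36 fluorescence signal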
# Target sequence (O96028 whole entry, looked up): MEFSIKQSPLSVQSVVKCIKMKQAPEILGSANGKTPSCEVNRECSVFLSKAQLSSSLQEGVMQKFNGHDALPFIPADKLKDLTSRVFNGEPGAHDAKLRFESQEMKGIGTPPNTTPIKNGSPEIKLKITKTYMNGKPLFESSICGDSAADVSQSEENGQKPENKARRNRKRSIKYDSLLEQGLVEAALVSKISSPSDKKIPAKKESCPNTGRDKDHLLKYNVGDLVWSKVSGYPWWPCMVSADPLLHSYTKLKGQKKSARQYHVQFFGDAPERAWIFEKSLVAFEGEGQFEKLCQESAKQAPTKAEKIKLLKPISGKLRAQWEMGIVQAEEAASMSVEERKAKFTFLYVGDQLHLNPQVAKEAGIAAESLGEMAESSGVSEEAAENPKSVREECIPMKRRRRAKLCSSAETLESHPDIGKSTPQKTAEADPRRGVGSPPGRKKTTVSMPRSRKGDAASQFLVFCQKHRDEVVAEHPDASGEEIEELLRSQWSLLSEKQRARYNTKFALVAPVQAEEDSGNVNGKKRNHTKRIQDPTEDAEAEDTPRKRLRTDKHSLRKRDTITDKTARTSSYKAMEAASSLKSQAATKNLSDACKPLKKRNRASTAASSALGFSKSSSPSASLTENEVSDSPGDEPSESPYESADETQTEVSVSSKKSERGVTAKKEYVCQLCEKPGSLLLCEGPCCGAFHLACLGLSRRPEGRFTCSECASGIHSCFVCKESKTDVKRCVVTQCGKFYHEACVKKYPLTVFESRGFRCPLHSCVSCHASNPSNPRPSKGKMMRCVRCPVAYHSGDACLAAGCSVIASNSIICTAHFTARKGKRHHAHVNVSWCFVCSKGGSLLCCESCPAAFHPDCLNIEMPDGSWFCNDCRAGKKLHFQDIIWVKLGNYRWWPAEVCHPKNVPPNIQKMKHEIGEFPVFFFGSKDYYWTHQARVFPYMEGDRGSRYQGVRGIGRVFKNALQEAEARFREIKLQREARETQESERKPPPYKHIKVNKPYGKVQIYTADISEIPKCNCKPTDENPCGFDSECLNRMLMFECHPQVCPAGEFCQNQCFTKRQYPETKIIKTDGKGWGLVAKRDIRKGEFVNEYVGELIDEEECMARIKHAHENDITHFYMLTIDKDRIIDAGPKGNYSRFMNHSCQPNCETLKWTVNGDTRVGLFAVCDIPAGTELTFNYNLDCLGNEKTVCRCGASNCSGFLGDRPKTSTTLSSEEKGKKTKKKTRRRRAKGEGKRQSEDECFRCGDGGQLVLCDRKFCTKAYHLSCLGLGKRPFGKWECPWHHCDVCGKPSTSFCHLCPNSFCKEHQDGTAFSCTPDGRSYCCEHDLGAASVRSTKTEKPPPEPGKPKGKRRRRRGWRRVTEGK
# * = called active by the depositor.
SMILES,NSD2 inh
CNC[C@@H]1OCCCC[C@@H](C)Oc2ccc(NC(=O)CCC(F)(F)F)cc2C(=O)N([C@@H](C)CO)C[C@H]1C,27.2
C[C@@H]1CN([C@@H](C)CO)S(=O)(=O)c2ccc(C#CCC3CCCC3)cc2O[C@H]1CN(C)C(=O)CN(C)C,15.4
Cc1ccccc1-c1ccc2c(c1)O[C@H](CN(C)C(=O)Nc1ccc(F)cc1)[C@@H](C)CN([C@@H](C)CO)S2(=O)=O,-7.5
Cc1noc(C)c1S(=O)(=O)Nc1ccc2c(c1)CC(=O)N([C@H](C)CO)C[C@@H](C)[C@@H](CN(C)C(=O)NC1CCCCC1)O2,11.8
C[C@@H]1CCCCO[C@@H](CN(C)Cc2ccc(C(F)(F)F)cc2)[C@H](C)CN([C@H](C)CO)C(=O)c2cc(NS(=O)(=O)c3ccc(Cl)cc3)ccc2O1,-6.2
Cc1ccccc1-c1cnc2c(c1)C(=O)N([C@H](C)CO)C[C@@H](C)[C@H](CN(C)Cc1cccnc1)O2,2.9
CC(C)NC(=O)N(C)C[C@H]1Oc2ccc(NC(=O)c3ccncc3)cc2C(=O)N([C@@H](C)CO)C[C@H]1C,-45.4
COCCNC(=O)C[C@H]1C[C@@H]2c3cc(NC(=O)Nc4ccccc4F)ccc3O[C@@H]2[C@@H](CO)O1,-4.2
CCC(=O)N(C)C[C@@H]1Oc2ncc(C#CC3(O)CCCC3)cc2C(=O)N([C@@H](C)CO)C[C@@H]1C,10.0
C[C@@H]1CN([C@H](C)CO)S(=O)(=O)c2ccc(C#CCN(C)C)cc2O[C@H]1CN(C)C(=O)CC1CC1,2.7
C[C@H](CO)N1C[C@H](C)[C@@H](CN(C)Cc2ccc(C(=O)O)cc2)Oc2cc(C#CCC3CCCC3)ccc2S1(=O)=O,18.0
CCCC#Cc1cnc2c(c1)C(=O)N([C@H](C)CO)C[C@H](C)[C@@H](CN(C)C(=O)Nc1cc(F)ccc1F)O2,-3.7
COc1ccccc1NC(=O)N(C)C[C@H]1Oc2ncc(C#CC(C)C)cc2C(=O)N([C@H](C)CO)C[C@@H]1C,-9.0
C[C@H]1C=C(C(=O)N2CCN(Cc3ccccc3)CC2)O[C@@H](OCc2ccc(CO)cc2)C1,-0.4
COc1ccccc1C#Cc1cnc2c(c1)C(=O)N([C@@H](C)CO)C[C@@H](C)[C@@H](CN(C)C(C)=O)O2,-2.8
C[C@@H]1CN([C@H](C)CO)C(=O)c2cc(NC(=O)Nc3ccc(C(F)(F)F)cc3)ccc2O[C@H]1CN(C)C,-3.3
CCOc1cccc2c(C)nc(Nc3nc4c(c(=O)[nH]3)CCCC4)nc12,-2.2
N/C(CS(=O)(=O)Cc1ccc(F)cc1)=N\O,5.2
C[C@@H]1CN([C@H](C)CO)C(=O)c2cc(NS(C)(=O)=O)ccc2O[C@@H](C)CCCCO[C@H]1CN(C)S(=O)(=O)c1cn(C)cn1,-4.5
COc1ccc(NC(=O)Nc2cccc3c2O[C@H](CN(C)C(=O)Nc2c(C)noc2C)[C@@H](C)CN([C@H](C)CO)C3=O)cc1,-0.4
C[C@H](CO)N1C[C@H](C)[C@H](CN(C)Cc2ccc(F)cc2)Oc2cc(C#CC3CC3)ccc2S1(=O)=O,-5.5
C[C@@H]1CN([C@@H](C)CO)C(=O)c2cc(C#Cc3cccnc3)cnc2O[C@H]1CN(C)Cc1cccnc1,-2.8
Cc1csc2c(SCC(O)C(F)(F)F)ncnc12 (centres undefined),0.5
C[C@@H]1CN([C@H](C)CO)C(=O)Cc2cc(NC(=O)Cn3cnnn3)ccc2O[C@H]1CN(C)CC1CC1,-1.2
C[C@H]1CN([C@@H](C)CO)C(=O)c2cc(/C=C/c3ccccc3)cnc2O[C@H]1CN(C)C(=O)C1CCOCC1,1.3
C[C@H](CO)N1C[C@H](C)[C@@H](CN(C)S(C)(=O)=O)Oc2c(NC(=O)NC3CCCCC3)cccc2C1=O,2.7
COCC(=O)Nc1ccc2c(c1)[C@@H]1C[C@H](CC(=O)N3CCc4ccccc4C3)O[C@H](CO)[C@@H]1O2,-3.8
C[C@@H]1CN([C@@H](C)CO)C(=O)Cc2cc(NS(=O)(=O)c3cn(C)cn3)ccc2O[C@H]1CN(C)Cc1ccc(C(=O)Nc2ccccc2N)cc1,-2.0
O=C(N/N=C/C(Br)=C/c1ccccc1)c1ccccn1,-258.9
C[C@H](CO)N1C[C@H](C)[C@H](CN(C)S(C)(=O)=O)Oc2c(NC(=O)Nc3ccccc3)cccc2C1=O,-4.5
COc1ccc(CN(C)C[C@H]2Oc3c(NS(=O)(=O)c4ccc(Cl)cc4)cccc3C(=O)N([C@H](C)CO)C[C@H]2C)cc1,2.9
Cc1ccc(-c2ccc3c(c2)O[C@H](CN(C)Cc2ccccn2)[C@@H](C)CN([C@H](C)CO)S3(=O)=O)cc1,0.0
COC(=O)c1ccc(C2C(Oc3ccc(OC)cc3)C(=O)N2Cc2ccc(F)cc2)cc1 (centres undefined),11.9
C[C@@H]1CN([C@@H](C)CO)S(=O)(=O)c2ccc(-c3cccc(F)c3)cc2O[C@@H]1CN(C)C(=O)c1cccc(F)c1,-1.1
CCC(=O)N(C)C[C@@H]1Oc2ncc(C#CC(C)(C)O)cc2C(=O)N([C@@H](C)CO)C[C@@H]1C,2.5
C[C@H](CO)N1C[C@H](C)[C@H](CN(C)Cc2ccccc2)Oc2cc(/C=C/c3ccccc3)ccc2S1(=O)=O,11.8
CNC[C@H]1Oc2ccc(NC(=O)c3ccncc3)cc2C(=O)N([C@@H](C)CO)C[C@H]1C,6.1
CC(C)CC#Cc1cnc2c(c1)C(=O)N([C@H](C)CO)C[C@H](C)[C@H](CN(C)C(=O)Cc1ccncc1)O2,-9.0
C=C(COC(=O)C(C)C)C1Oc2cc(C(C)=O)ccc2C1OC(=O)C(C)C (centres undefined),0.3
O=C1CC(=Nc2ccc(F)c(C(F)(F)F)c2)c2ccccc2C1=O,-2.5
O=C(O)CCCCCCC(=O)N/N=C/c1ccc(Br)s1,1.0
C[C@H](CO)N1C[C@H](C)[C@H](CN(C)Cc2cccnc2)Oc2ncc(-c3cccc(F)c3)cc2C1=O,0.2
C[C@H](CO)N1C[C@H](C)[C@@H](CN(C)C(=O)c2cccc(F)c2)Oc2ncc(/C=C/c3ccccc3)cc2C1=O,3.7
O=C(CS)NCCCCCCNC(=O)[C@H]1C[C@H]2C(=O)NCC(=O)N2[C@H]1c1cccc(OCCO)c1,1.1
COc1ccccc1NC(=O)N(C)C[C@H]1Oc2cc(Br)ccc2S(=O)(=O)N([C@@H](C)CO)C[C@@H]1C,2.3
C[C@@H]1CN([C@@H](C)CO)C(=O)c2cc(C#Cc3ccncc3)cnc2O[C@@H]1CN(C)Cc1ccncc1,-1.2
C[C@@H]1CN([C@@H](C)CO)S(=O)(=O)c2ccc(/C=C/c3ccccc3)cc2O[C@@H]1CN(C)C(=O)c1ccncc1,-0.6
NS(=O)(=O)c1cc2c(cc1Cl)NC(CC1CCCC1)NS2(=O)=O (centres undefined),-4.1
C[C@H](CO)N1C[C@H](C)[C@@H](CN(C)C(=O)NC2CCCCC2)Oc2ccc(NC(=O)Cn3cnnn3)cc2C1=O,2.1
Cc1noc(C)c1S(=O)(=O)Nc1ccc2c(c1)C(=O)N([C@@H](C)CO)C[C@H](C)[C@H](CN(C)C(=O)NC1CCCCC1)O2,-1.8

# The results go on.
SMILES,NSD2 inh
COc1ccc(CN(C)C[C@H]2OCCCC[C@@H](C)Oc3ccc(NC(=O)CCCCCC(=O)Nc4ccccc4N)cc3C(=O)N([C@H](C)CO)C[C@@H]2C)cc1,-7.2
Cc1ccc(S(=O)(=O)N(C)C[C@H]2OCCCC[C@@H](C)Oc3ccc(NC(=O)Nc4c(C)noc4C)cc3C(=O)N([C@@H](C)CO)C[C@@H]2C)cc1,-2.1
C[C@@H]1CN([C@H](C)CO)C(=O)Cc2cc(NC(=O)CCN3CCOCC3)ccc2O[C@@H]1CN(C)Cc1ccc2c(c1)OCO2,-12.2
Cc1noc(C)c1S(=O)(=O)Nc1ccc2c(c1)C(=O)N([C@@H](C)CO)C[C@@H](C)[C@H](CN(C)C(=O)Nc1ccc3c(c1)OCO3)O2,2.9
C[C@H](CO)N1C[C@H](C)[C@H](CN(C)C(=O)Nc2ccccc2)OCCCC[C@H](C)Oc2ccc(NC(=O)Nc3cccc4ccccc34)cc2C1=O,0.3
COCCOC(=O)N1C(=O)[C@@]2(c3cc(C#Cc4ccc(OC)cc4)ccc31)[C@H](c1ccc(O)cc1)N1[C@H](c3ccccc3)[C@H](c3ccccc3)OC(=O)[C@H]1[C@@H]2C(=O)NC[C@H](O)c1ccccc1,-13.8
CC(C)NC(=O)N(C)C[C@@H]1Oc2ccc(NC(=O)Cn3cnnn3)cc2C(=O)N([C@@H](C)CO)C[C@@H]1C,-0.1
CCCC#Cc1cnc2c(c1)C(=O)N([C@H](C)CO)C[C@@H](C)[C@@H](CN(C)Cc1ccc(C(=O)O)cc1)O2,-1.3
C[C@H](CO)N1C[C@H](C)[C@H](CN(C)C(=O)c2cccnc2)Oc2ncc(C#CCN(C)C)cc2C1=O,-1.4
C[C@H](CO)N1C[C@H](C)[C@@H](CN(C)C(=O)Nc2ccc3c(c2)OCO3)Oc2ccc(NC(=O)Nc3ccc(F)cc3)cc2C1=O,0.7

# Ordered by SMILES length (largest number first): three of the compounds above
SMILES,NSD2 inh
COCCOC(=O)N1C(=O)[C@@]2(c3cc(C#Cc4ccc(OC)cc4)ccc31)[C@H](c1ccc(O)cc1)N1[C@H](c3ccccc3)[C@H](c3ccccc3)OC(=O)[C@H]1[C@@H]2C(=O)NC[C@H](O)c1ccccc1,-13.8
C[C@H](CO)N1C[C@H](C)[C@H](CN(C)C(=O)Nc2ccccc2)OCCCC[C@H](C)Oc2ccc(NC(=O)Nc3cccc4ccccc34)cc2C1=O,0.3
C[C@H](CO)N1C[C@H](C)[C@@H](CN(C)C(=O)Nc2ccc3c(c2)OCO3)Oc2ccc(NC(=O)Nc3ccc(F)cc3)cc2C1=O,0.7

# Reprinted from the results shown (3 entries):
SMILES,NSD2 inh
COc1ccc(CN(C)C[C@H]2OCCCC[C@@H](C)Oc3ccc(NC(=O)CCCCCC(=O)Nc4ccccc4N)cc3C(=O)N([C@H](C)CO)C[C@@H]2C)cc1,-7.2
Cc1ccc(S(=O)(=O)N(C)C[C@H]2OCCCC[C@@H](C)Oc3ccc(NC(=O)Nc4c(C)noc4C)cc3C(=O)N([C@@H](C)CO)C[C@@H]2C)cc1,-2.1
C[C@@H]1CN([C@H](C)CO)C(=O)Cc2cc(NC(=O)CCN3CCOCC3)ccc2O[C@@H]1CN(C)Cc1ccc2c(c1)OCO2,-12.2

# Further compounds:
SMILES,NSD2 inh
CN(CCO)c1ccc(/C=N/NC(=O)c2ccccc2O)cc1,11.5
Cc1noc(C)c1S(=O)(=O)Nc1ccc2c(c1)CC(=O)N([C@H](C)CO)C[C@@H](C)[C@H](CN(C)S(=O)(=O)c1ccccc1)O2,2.9
C[C@H]1CN([C@@H](C)CO)C(=O)Cc2cc(NC(=O)C3CC3)ccc2O[C@@H]1CN(C)C(=O)Nc1ccccc1,3.7
CC(C)NC(=O)Nc1ccc2c(c1)C(=O)N([C@H](C)CO)C[C@H](C)[C@H](CN(C)C(=O)Nc1ccc(C(F)(F)F)cc1)OCCCC[C@H](C)O2,-4.0
C[C@H]1CN([C@@H](C)CO)C(=O)Cc2cc(NC(=O)NC3CCCCC3)ccc2O[C@H]1CN(C)Cc1ccc(Oc2ccccc2)cc1,-4.2
COc1ccc(CN(C)C[C@H]2OCCCC[C@H](C)Oc3ccc(NC(=O)CCCN(C)C)cc3C(=O)N([C@H](C)CO)C[C@H]2C)cc1,10.5
Cc1noc(C)c1NC(=O)Nc1ccc2c(c1)C(=O)N([C@H](C)CO)C[C@@H](C)[C@H](CN(C)S(=O)(=O)c1cccs1)OCCCC[C@@H](C)O2,-0.2
O=C(Nc1ccc2c(c1)[C@H]1C[C@H](CC(=O)N3CCc4ccccc4C3)O[C@H](CO)[C@H]1O2)c1ccc2c(c1)OCO2,0.4
C[C@@H]1CN([C@H](C)CO)C(=O)c2cc(Br)cnc2O[C@H]1CN(C)C(=O)Nc1ccccc1,-3.5
Cc1noc(C)c1S(=O)(=O)Nc1ccc2c(c1)C(=O)N([C@H](C)CO)C[C@@H](C)[C@H](CN(C)CC1CCCCC1)OCCCC[C@H](C)O2,-0.1
COc1ccc(CN(C)C[C@@H]2Oc3ccc(NC(=O)NC(C)C)cc3C(=O)N([C@H](C)CO)C[C@H]2C)cc1,17.3
C[C@@H]1CN([C@H](C)CO)C(=O)c2cc(NC(=O)CCC(F)(F)F)ccc2O[C@H]1CN(C)Cc1ccc(C(F)(F)F)cc1,-1.8
C[C@@H]1CN([C@@H](C)CO)C(=O)c2cccc(NC(=O)Nc3ccc4c(c3)OCO4)c2O[C@@H]1CN(C)S(=O)(=O)c1ccc(F)cc1,2.9
CC(C)NC(=O)Nc1ccc2c(c1)C(=O)N([C@H](C)CO)C[C@@H](C)[C@H](CN(C)Cc1ccc(Cl)c(Cl)c1)OCCCC[C@@H](C)O2,-0.9
COc1ccc(NC(=O)N(C)C[C@H]2OCCCC[C@@H](C)Oc3ccc(NC(=O)Nc4c(C)noc4C)cc3C(=O)N([C@@H](C)CO)C[C@H]2C)cc1,6.4
C[C@@H]1CCCCO[C@@H](CN(C)C(=O)CCC(F)(F)F)[C@H](C)CN([C@@H](C)CO)C(=O)c2cc(NS(C)(=O)=O)ccc2O1,-4.8
C[C@@H]1CN([C@@H](C)CO)C(=O)Cc2cc(NC(=O)Cc3cn(C)c4ccccc34)ccc2O[C@@H]1CN(C)Cc1ccc2c(c1)OCO2,0.4
O=C(NO)c1ccc(C(=O)N/N=C/c2cccc(O)c2)cc1,-0.1
C[C@@H]1CCCCO[C@H](CN(C)Cc2ccccc2)[C@@H](C)CN([C@H](C)CO)C(=O)c2cc(NC(=O)CCC(F)(F)F)ccc2O1,-3.5
C[C@@H]1CCCCO[C@@H](CN(C)S(=O)(=O)c2ccc(Cl)cc2)[C@@H](C)CN([C@H](C)CO)C(=O)c2cc(NS(=O)(=O)c3ccc(Cl)cc3)ccc2O1,-4.3
Cc1ccc2oc(=O)n(CCc3noc(-c4cc(C)on4)n3)c2c1,1.6
CCCNC(=O)N[C@@H]1C=C[C@@H](CC(=O)N2CCN(C)CC2)O[C@H]1CO,4.5
CC1(C)S[C@@H]2[C@H](NC(=O)Cc3ccccc3)C(=O)N2[C@H]1C(=O)O,-0.8
C[C@H](CO)N1C[C@H](C)[C@@H](CN(C)Cc2ccc(Oc3ccccc3)cc2)Oc2c(NS(C)(=O)=O)cccc2C1=O,1.7

# These rows are one share of the data, so the mix of outcomes need not match the whole.
